# Source: PubChem
# PGK inhibitor: qHTS Assay to Find Inhibitors of Phosphoglycerate Kinase; PGK/GAPDH coupled, Kinase-Glo luminescence, 60 min; Potency, µM (titrated, usually from 57.5 µM), for the others: at the top dose activity change, negative = inhibition, usual class: inhibitors; 0.043% of 380,000 active; AID 602233, 2012; also: potency is read from the fitted curve at half-maximal effect; % is scaled to controls: 0 for no effect and ±100 for the full control effect; nearly all actives have a fitted effect of over 60% in size
#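 Recombinant glycosomal PGK reaction used 1,3-bisphosphoglycerate generated in-well by GAPDH (100nM final) in 100mM TEA pH 7.6, 5mM MgCl2, 0.01% Tween-20. After 60 minutes at room temperature, ATP was read by Kinase-Glo Plus luminescence end-point.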
# JMJD2A Tudor inh: qHTS Assay for Inhibitors of JMJD2A-Tudor Domain | AID 504339, 2011 | Lysine-specific demethylase 4A (Homo sapiens), O75164 | AlphaScreen JMJD2A-Tudor / H3K4me3 peptide binding | 4.4% of 390,000 active | Potency, µM (top dose mostly 114 µM), inactives show at the top dose activity change, negative = inhibition, usual class: inhibitors; also: potency is read from the fitted curve at half-maximal effect; % is scaled to controls: 0 for no effect and ±100 for the full control effect; nearly all actives have a fitted effect of over 50% in size
# HP1b binding inh: HTS for Inhibitors of HP1-beta Chromodomain Interactions with Methylated Histone Tails | Chromobox protein homolog 1 (Homo sapiens), P83916 | AlphaScreen HP1-beta / biotin-H3K9me3 peptide binding | Potency, µM (top dose mostly 114 µM), for the others: top-dose activity change, negative = inhibition, actives largely listed as inhibitors | 0.56% of 390,000 active | AID 540317, 2011; also: potency is read from the fitted curve at half-maximal effect; nearly all actives have a fitted effect of over 70% in size; inactives centre near 23
#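 HP1-beta protein (50 nM final) preincubated 30 min at room temperature with biotinylated H3(1-18)K9me3 peptide (50 nM) in PBS pH 7.4, 0.01% Tween-20, then compound added for 30 min. AlphaScreen streptavidin donor/nickel chelate acceptor beads (10 ug/mL final), 30 min dark, luminescence read.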
# ERG-DNA inh: qHTS for Small Molecule Inhibitors of the ERG Ets/DNA interaction; fluorescence polarization, His-ERG Ets domain / labelled DNA; Potency, µM (highest dose often 76.9 µM), without a hit: at the top dose FP activity, negative = inhibition, most hits filed as inhibitors; 0.028% of 370,000 active; AID 624246, 2012; active = well fitted inhibition curve with a large enough effect in the polarisation, with a control signal flat; inconclusive = small, poorly fitted or top-dose-only effect, or effect the other way, or a change in a side signal; inactive = no such curve, though single readings can be large or run the other way; the % refers to the polarisation;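 also: polarization taken with two DNA probes labelled with fluorescein and Texas red; potency is read from the fitted curve at half-maximal effect; % of control where 0% means no effect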
#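 His-tagged ERG Ets domain (1 uM in the protein solution; 300mM KCl, 50mM Tris-HCl, 1mM EDTA, 1mM DTT, pH 7.5) received compound, then a probe mix of 5 nM fluorescein-DNA and 100nM Texas-615-DNA. Fluorescence polarization was read for both dyes.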
# BAZ2B block: qHTS Assay for Inhibitors of BAZ2B; Bromodomain adjacent to zinc finger domain protein 2B (Homo sapiens), Q9UIF8; Potency, µM (doses to about 114 µM), for the others: top-dose activity change, negative = inhibition, most hits filed as inhibitors; AlphaScreen BAZ2B-H3K14Ac peptide displacement; AID 504333, 2011; 4.4% of 360,000 active; also: potency is read from the fitted curve at half-maximal effect; % is scaled to controls: 0 for no effect and ±100 for the full control effect; nearly all actives have a fitted effect of over 60% in size
# Target sequence (Q9UIF8 whole entry, looked up, the tested form may be a part): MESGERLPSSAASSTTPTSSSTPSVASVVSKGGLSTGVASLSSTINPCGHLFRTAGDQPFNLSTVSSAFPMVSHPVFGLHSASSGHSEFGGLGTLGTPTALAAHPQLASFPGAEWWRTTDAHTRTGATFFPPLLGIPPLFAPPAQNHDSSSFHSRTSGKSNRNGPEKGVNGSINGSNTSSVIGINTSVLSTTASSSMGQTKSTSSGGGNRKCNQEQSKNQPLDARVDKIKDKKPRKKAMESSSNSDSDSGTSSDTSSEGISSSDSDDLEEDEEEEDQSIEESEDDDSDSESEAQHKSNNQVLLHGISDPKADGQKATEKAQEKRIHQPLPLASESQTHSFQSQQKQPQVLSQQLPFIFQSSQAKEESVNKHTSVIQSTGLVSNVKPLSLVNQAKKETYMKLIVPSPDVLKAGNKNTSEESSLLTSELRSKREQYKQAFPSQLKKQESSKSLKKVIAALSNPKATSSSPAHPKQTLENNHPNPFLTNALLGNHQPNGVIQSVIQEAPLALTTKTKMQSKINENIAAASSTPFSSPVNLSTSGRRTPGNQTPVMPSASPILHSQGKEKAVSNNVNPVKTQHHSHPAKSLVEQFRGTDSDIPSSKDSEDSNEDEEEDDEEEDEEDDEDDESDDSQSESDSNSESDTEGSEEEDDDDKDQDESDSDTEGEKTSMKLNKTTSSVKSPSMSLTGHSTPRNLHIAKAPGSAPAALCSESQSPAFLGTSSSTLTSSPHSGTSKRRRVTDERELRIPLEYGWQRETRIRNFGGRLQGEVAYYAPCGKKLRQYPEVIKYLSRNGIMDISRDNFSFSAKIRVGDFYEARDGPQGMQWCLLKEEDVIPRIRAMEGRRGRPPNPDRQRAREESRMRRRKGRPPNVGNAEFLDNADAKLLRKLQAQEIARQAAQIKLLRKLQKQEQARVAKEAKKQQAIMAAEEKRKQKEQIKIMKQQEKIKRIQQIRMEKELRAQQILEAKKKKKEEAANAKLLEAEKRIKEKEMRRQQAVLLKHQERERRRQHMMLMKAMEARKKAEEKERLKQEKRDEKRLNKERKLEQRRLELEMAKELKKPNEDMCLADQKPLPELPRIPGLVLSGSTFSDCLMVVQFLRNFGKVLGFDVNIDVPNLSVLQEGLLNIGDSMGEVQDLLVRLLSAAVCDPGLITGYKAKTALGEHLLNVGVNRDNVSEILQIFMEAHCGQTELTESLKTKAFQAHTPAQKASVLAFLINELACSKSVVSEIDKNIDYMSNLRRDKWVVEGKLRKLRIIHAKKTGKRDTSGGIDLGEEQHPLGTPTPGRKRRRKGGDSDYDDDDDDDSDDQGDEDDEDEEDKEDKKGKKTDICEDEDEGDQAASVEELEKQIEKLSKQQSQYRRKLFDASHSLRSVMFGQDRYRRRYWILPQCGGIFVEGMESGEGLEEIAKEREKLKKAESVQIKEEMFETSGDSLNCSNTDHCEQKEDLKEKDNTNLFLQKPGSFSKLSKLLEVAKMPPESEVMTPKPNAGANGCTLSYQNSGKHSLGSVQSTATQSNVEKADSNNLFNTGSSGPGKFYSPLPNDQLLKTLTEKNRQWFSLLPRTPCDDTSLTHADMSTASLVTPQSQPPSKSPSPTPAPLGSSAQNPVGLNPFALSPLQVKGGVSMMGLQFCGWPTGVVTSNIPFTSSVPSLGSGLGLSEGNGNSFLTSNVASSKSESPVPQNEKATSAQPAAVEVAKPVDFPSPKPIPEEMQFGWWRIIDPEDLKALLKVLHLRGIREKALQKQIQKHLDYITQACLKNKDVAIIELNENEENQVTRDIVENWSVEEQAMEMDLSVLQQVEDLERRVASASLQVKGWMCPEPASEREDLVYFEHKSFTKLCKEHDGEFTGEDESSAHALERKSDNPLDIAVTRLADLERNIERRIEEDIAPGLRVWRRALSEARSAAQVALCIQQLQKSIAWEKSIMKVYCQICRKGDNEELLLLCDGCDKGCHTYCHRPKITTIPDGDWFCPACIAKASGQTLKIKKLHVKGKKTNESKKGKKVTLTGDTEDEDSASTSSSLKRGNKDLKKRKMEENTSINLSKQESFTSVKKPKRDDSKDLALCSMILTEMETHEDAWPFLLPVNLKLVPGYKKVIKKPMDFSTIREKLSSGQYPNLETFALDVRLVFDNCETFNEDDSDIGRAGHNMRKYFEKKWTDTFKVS
#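 Compounds, titrated to a top concentration of 110 uM, were incubated 30 min at room temperature with preformed BAZ2B/acetyl-K14 H3 peptide complex (50 nM each). Proximity signal was measured by AlphaScreen after 20 min with beads.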
# GLS inhibitor: qHTS for Inhibitors of Glutaminase (GLS); Glutaminase kidney isoform, mitochondrial (Homo sapiens), O94925; GLS enzymatic activity, qHTS titration; Potency, µM (titrated, usually from 45.5 µM), without a hit: at the top dose activity change, negative = inhibition, usual class: inhibitors; 0.21% of 410,000 active; AID 624170, 2012; also: potency is read from the fitted curve at half-maximal effect; % is scaled to controls: 0 for no effect and ±100 for the full control effect
#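 hKGA in 45 mM KH2PO4 (pH 8.2), 0.02% Tween-20 with compound, then 1mM L-Glutamine (stock as added) plus glutamate oxidase/HRP/Amplex red coupling mix. Fluorescence read initially and after 30 min at RT; signal change reflects glutamate formation.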
# G9a inh: qHTS Assay for Inhibitors of Histone Lysine Methyltransferase G9a | Potency, µM (series often up to 102 µM), without a hit: at the top dose activity, negative = inhibition, actives largely listed as inhibitors | G9a H3K9 monomethylation, AlphaScreen, 2 h | Histone-lysine N-methyltransferase EHMT2 (Homo sapiens), Q96KQ7 | 8.8% of 350,000 active | AID 504332, 2011; also: potency is read from the fitted curve at half-maximal effect; % is scaled to controls: 0 for no effect and ±100 for the full control effect; nearly all actives have a fitted effect of over 75% in size
#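 AlphaScreen read-out: biotin-H3K9 peptide (500 nM) methylation by 20 nM enzyme with 20 uM SAM, 2 h at room temperature after 15 min compound preincubation; anti-monomethyl H3K9 antibody plus donor/acceptor beads, 10 min dark.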
# Pin1 inh: qHTS Assay to Find Inhibitors of Pin1; AID 504891, 2011; Pin1 FP peptide displacement, HiFluor488, 10 min; Potency, µM (series often up to 115 µM), for inactives: at the top dose activity, negative = inhibition, usual class: inhibitors; 0.009% of 390,000 active; active = well fitted inhibition curve with a large enough effect in the polarisation, with a control signal flat, not every such curve was filed as active; inconclusive = small, poorly fitted or top-dose-only effect, or effect the other way, or a change in a side signal; inactive = no such curve, though single readings can be large or run the other way; the % refers to the polarisation; also: potency is read from the fitted curve at half-maximal effect; % is scaled to controls: 0 for no effect and ±100 for the full control effect
# PI4K2A inh: qHTS for small molecular inhibitors of PI4K2A; 0.13% of 420,000 active; Phosphatidylinositol 4-kinase type 2-alpha (Homo sapiens), Q9BTU6; purified PI4K2A, ADP-Glo luminescence, 1 h; stronger effect = lower value; AID 1346378, 2018; activity change, negative = inhibition, % at 76.9 µM; in the data active = activity change below about -50%; inconclusive = mostly about -30% to -49%;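 also: -100% = wells without enzyme as full effect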
#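 Compounds are screened against recombinant PI4K2A using PI as substrate and ATP, the latter dispensed at 300 microM. Reactions run one hour at ambient temperature before ADP-Glo detection; full inhibition defined by wells lacking enzyme.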
# Numbers without * were called inactive; i = inactive; ? = inconclusive; . = not tested or not shown; & = joins results of further samples; [ ] = another dose, or the depositor's remark. Unless noted, calls follow the shape of the dose curve; as a rule, active = well fitted curve in the direction sought with a large enough effect; inconclusive = small, poorly fitted or top-dose-only effect, or another doubt; inactive = no such curve, though single readings can be large; an effect the other way counts as inactive or inconclusive.
SMILES,PGK inhibitor,JMJD2A Tudor inh,HP1b binding inh,ERG-DNA inh,BAZ2B block,GLS inhibitor,G9a inh,Pin1 inh,PI4K2A inh
CN(Cc1ccccc1)c1nc2c(c(=O)[nH]c(=O)n2C)n1CCCSc1ncccn1,i,-21.3%,1.1%,-3.5%,8.4%,4.6%,-4.0%[59 µM],-12.5%,-2.4
CCOc1cc(N2CCCC2)ccc1[N+](=O)[O-],-3.2%,-7.8%,12.2%,-2.3%,-6.8%,1.3%,3.8%[59 µM],1.8%,-2.8
CCN1C(=O)/C(=C\C=C\c2ccccc2[N+](=O)[O-])SC1=S,-8.0%,?,?,16.3%,.,-0.5%,10µM*,1.1%,-7.8
CCN(CC)Cc1cc(Nc2c3ccccc3nc3c4ccccc4n(C)c23)cc(CN(CC)CC)c1O,7.1%,44.7µM*,?,.,.,22.7%,.,0.4%,1.5
CCS(=O)(=O)NCc1cn2c(C)csc2n1,-1.6%,-17.0%,14.4%,0.0%,7.5%,1.1%,1.2%[59 µM],2.3%,-6.7
Cc1cc(C)n2nc(C(=O)Nc3ccc(S(=O)(=O)N4CCCCC4)cc3)nc2n1,-12.7%,-6.0%,14.9%,1.0%,-7.7%,0.6%,38.6%[12.7 µM],14.4%,-10.3
CCN(CC(=O)Nc1ccc2c(c1)OCCO2)Cc1cc(=O)oc2c(C)c(C)ccc12,2.1%,-30.6%,22.3%,4.6%,50.9%[activator],4.3%,83.3%[activator][59 µM],0.3%,2.6
CC1(C)c2ccccc2N(CC(N)=O)C12C=Cc1ccccc1O2 (centres undefined),-0.5%,-22.8%,26.4%,52.2%[activator],-19.7%,8.7%,0.0%,14.9%,4.2
Cn1c(CNC(=O)CNC(=O)Cc2ccc(Cl)cc2)cc(=O)n(C)c1=O,-5.3%,-19.3%,20.5%,-8.7%,-0.1%,1.3%,-2.9%,1.5%,2.6
COc1ccc(CC(=O)NCC2CCCN(Cc3ccccc3Cl)C2)cc1 (centres undefined),-5.6%,7.5%,28.3%,-1.9%,6.7%,2.5%,15.4%,-4.6%,1.7
COc1ccc(N2CCN(S(=O)(=O)c3cc(Br)cc4c3N(C(=O)C3CC3)CC4)CC2)cc1,-1.1%,-2.4%,23.4%,-3.3%,-3.1%,8.4%,-32.0%[59 µM],8.3%,-5.6
COc1ccc2cc(C(N)=O)/c(=N\NC(=O)c3ccccc3)oc2c1,-0.4%,-19.2%,39.1%,-5.1%,-4.0%,-1.9%,18.7%[2.33 µM],0.2%,-7.5
O=C(NNC(=O)c1cc(-c2ccc(Cl)cc2Cl)nc2ccccc12)Nc1ccccc1,3.0%,-14.3%,28.3%,3.2%,-5.9%[57.1 µM],1.2%,-15.4%[12.7 µM],6.9%,4.3
Cc1cccc(OCCCC(=O)Nc2ccc(S(=O)(=O)Nc3onc(C)c3C)cc2)c1,-5.7%,-8.8%,35.3%,7.2%,-3.5%,2.6%,?,-1.2%,-4.6
CCN1CCN(CC(=O)c2cc(Cl)ccc2Cl)CC1,-2.8%,-18.5%,24.1%,-2.7%,-23.9%,-5.9%,14.1µM*,2.5%,10.7
CCOC(=O)C1(CC2CC2)CCN(Cc2cn[nH]c2-c2cccc(F)c2)CC1,.,-12.1%,53.9%[activator],4.8%,-12.3%,-7.3%,.,-6.3%,-4.1
Cn1cc(CN2CCC(C(=O)Nc3cccc(-c4cccc(F)c4)c3)CC2)cn1,-0.5%,-13.8%,36.2%,-10.4%,-16.5%,10.0%,?,4.1%,-3.5
COC(=O)C1=C(C(=O)OC)[C@@H]2Nc3ccccc3[C@@]23C[C@@H](C(=O)OC)N(C(=O)NC2CCCCC2)C3=N1,4.0%,-25.7%,29.6%,-8.2%,.,1.8%,.,-13.5%,1.5
COc1ccc2c(c1)nc(SCC(=O)C(C)(C)C)n2C,.,?,-3.8%,.,-6.6%,3.5%,?,7.3%,-7.4
COc1ccc(/C=C/c2nnc(NC(=O)CSc3ccc(C)cc3)s2)cc1,-10.7%,-10.8%[57.1 µM],30.3%[57 µM],10.8%,0.0%,-0.2%,44.8%[activator][12.7 µM],4.0%&2.6%,-7.2
COc1cc(C(=O)NCCC(=O)NCc2c(F)cc(F)cc2F)cc(OC)c1OC,-7.4%,-1.4%,31.4%,2.2%,-21.3%,-5.1%,14.8%,-0.1%,0.3
CCOc1cc(C2/C(=C(/O)c3ccc(OC)cc3)C(=O)C(=O)N2CC2CCCO2)ccc1O (centres undefined),i,-24.3%,36.7%,4.1%,-2.6%,32.4%[activator],-34.2%,-3.2%,-14.5
COC(=O)CSc1nnc(-c2ccc(S(=O)(=O)N3CCC(C)CC3)cc2)o1,-0.7%,-12.7%,15.7%,-4.1%,7.5%,15.4%,3.3%[59 µM],9.3%,-1.1
CCc1nn(CC(=O)N2CCCCCC2)c(=O)c2cc3ccccc3n12,6.2%,-13.7%,46.5%[activator],0.0%,1.2%,-0.9%,22.8%[59 µM],3.6%,8.4
COc1ccc(-c2cn3nc(N4CCCC(C(=O)NCCCOC(C)C)C4)sc3n2)cc1 (centres undefined),-10.0%,-17.2%,1.7%,4.0%,-28.0%,-4.7%,-36.6%[59 µM],3.4%,1.0
Cc1ccc(Cl)cc1NC(=O)CCCn1c(=O)c2cccn2c2ccccc21,11.3%,-29.3%,22.8%,-0.4%,-15.2%,-2.3%,?,16.4%,2.8
CCOC(=O)C1=C(COC(=O)CNC(=O)c2ccccc2F)NC(=O)NC1C (centres undefined),6.5%,-9.6%,27.5%,-2.4%,13.5%,16.3%,-9.0%,-7.5%,0.5
O=C(/C=C/Sc1ncn[nH]1)c1ccc(Cl)cc1,-5.1%,31.6µM*,29.4%,-5.1%,-19.6%,-1.7%,39.8µM*,0.1%,-6.1
CC(=O)N1CCN(C(=O)COC(=O)/C=C/c2ccc(C(F)(F)F)cc2)CC1,-2.6%,-5.4%,28.5%,9.4%,.,1.5%,.,-10.7%,-4.9
Cc1cc(C)c2c(C)c(C(=O)NCc3ccncc3)oc2c1,-4.7%,-22.4%,16.6%,-6.1%,3.2%,-6.9%,-4.5%[59 µM],-3.3%,3.5
COc1ccc(-c2csc(N(CCCN(C)C)C(=O)c3ccc(Br)cc3)n2)cc1,i,-30.6%,-13.9%,7.6%,44.7µM*,-1.2%,9.0%[0.501 µM],-3.0%,0.1
CCOC(=O)C1=C(c2ccccc2)N=C2SCC(=O)N2C1c1cccc(OC)c1 (centres undefined),-1.5%,-10.4%,5.2%,-2.3%,-7.9%,1.8%,55.8%[activator][12.7 µM],11.8%,-7.8
Cc1ccc(CN2CCN(/N=C/c3ccc(C(F)(F)F)cc3)CC2)c(C)c1,-3.0%,?,8.7%,-17.3%,-35.6%,2.4%,?,6.1%,4.9
S=c1[nH]ncn1/N=C/c1cccc(Oc2ccccc2)c1,-1.2%,44.7µM*,?,-7.8%,-38.0%,-19.7%,-122.8%,0.0%,-3.5
CCn1c(SCC(=O)Nc2cccc(C)n2)nnc1-c1ccco1,i,-4.3%,15.1%,2.7%,4.6%,0.4%,-4.7%[59 µM],-1.4%,5.2
C=CCn1c2ccccc2c2n[nH]c(=S)nc21,-6.2%,-31.6%,9.4%,-3.3%,-34.6%,-0.8%,10µM*,-3.4%,-6.6
NNS(=O)(=O)c1ccc(Cc2ncc(C(F)(F)F)cc2Cl)s1,2.4%,-0.3%,46.5%[activator],-7.9%,-8.9%,-1.0%,?,-5.8%,0.2
Cn1c(=O)c2ccccc2n(CC(=O)NC2CCCCC2)c1=O,4.5%,-2.8%,-2.0%,-4.3%,1.6%,-15.6%,-11.0%,0.7%,1.4
COc1cccc(/C=C2\SC(=S)N(C(C(=O)O)c3ccccc3)C2=O)c1OC (centres undefined),-7.0%,?,?,-1.2%,?,-8.6%,?,-17.3%,-3.1
O=C(Oc1c(-c2ccccc2)c(=O)n2c3c(cccc13)CC2)c1ccc(Cl)cc1,-4.1%,-18.2%,22.9%,-13.0%,-21.7%,-0.2%,5.6%,0.5%,-1.7
COc1ccccc1C(=O)Nc1ccc(Br)c2cccnc12,-4.3%,45.2%[activator],68.7%[activator],-16.1%,29.0%,-2.7%,109.9%[activator],-2.9%,4.6
O=C(c1ccc(Cl)s1)N1CCCC(N2CCN(c3ccc(F)cc3)CC2)C1 (centres undefined),6.3%,-28.2%,0.4%,1.7%,-36.9%,11.0%,6.0%[59 µM],2.2%,-1.9
CCCCOc1ccc(C(=O)Nc2ccncc2)cc1,5.7%,-9.3%,26.7%,-1.6%,8.2%,10.4%,-46.8%[12.7 µM],-2.4%,-6.5
